From PubChem BioAssay
BLM inh = blocks DNA unwinding by human BLM helicase. P54132. recombinant BLM DNA unwinding, fluorescence dequenching. Potency, µM (series often up to 56.1 µM), inactives show at the top dose activity change, negative = inhibition, hits mostly inhibitors. 350,000 tested, 0.2% active. AID 2528;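 further: plate controls were vehicle for no effect and no enzyme for full effect; nearly all actives have a fitted effect of over 35% in size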
Target sequence (P54132 whole entry, looked up): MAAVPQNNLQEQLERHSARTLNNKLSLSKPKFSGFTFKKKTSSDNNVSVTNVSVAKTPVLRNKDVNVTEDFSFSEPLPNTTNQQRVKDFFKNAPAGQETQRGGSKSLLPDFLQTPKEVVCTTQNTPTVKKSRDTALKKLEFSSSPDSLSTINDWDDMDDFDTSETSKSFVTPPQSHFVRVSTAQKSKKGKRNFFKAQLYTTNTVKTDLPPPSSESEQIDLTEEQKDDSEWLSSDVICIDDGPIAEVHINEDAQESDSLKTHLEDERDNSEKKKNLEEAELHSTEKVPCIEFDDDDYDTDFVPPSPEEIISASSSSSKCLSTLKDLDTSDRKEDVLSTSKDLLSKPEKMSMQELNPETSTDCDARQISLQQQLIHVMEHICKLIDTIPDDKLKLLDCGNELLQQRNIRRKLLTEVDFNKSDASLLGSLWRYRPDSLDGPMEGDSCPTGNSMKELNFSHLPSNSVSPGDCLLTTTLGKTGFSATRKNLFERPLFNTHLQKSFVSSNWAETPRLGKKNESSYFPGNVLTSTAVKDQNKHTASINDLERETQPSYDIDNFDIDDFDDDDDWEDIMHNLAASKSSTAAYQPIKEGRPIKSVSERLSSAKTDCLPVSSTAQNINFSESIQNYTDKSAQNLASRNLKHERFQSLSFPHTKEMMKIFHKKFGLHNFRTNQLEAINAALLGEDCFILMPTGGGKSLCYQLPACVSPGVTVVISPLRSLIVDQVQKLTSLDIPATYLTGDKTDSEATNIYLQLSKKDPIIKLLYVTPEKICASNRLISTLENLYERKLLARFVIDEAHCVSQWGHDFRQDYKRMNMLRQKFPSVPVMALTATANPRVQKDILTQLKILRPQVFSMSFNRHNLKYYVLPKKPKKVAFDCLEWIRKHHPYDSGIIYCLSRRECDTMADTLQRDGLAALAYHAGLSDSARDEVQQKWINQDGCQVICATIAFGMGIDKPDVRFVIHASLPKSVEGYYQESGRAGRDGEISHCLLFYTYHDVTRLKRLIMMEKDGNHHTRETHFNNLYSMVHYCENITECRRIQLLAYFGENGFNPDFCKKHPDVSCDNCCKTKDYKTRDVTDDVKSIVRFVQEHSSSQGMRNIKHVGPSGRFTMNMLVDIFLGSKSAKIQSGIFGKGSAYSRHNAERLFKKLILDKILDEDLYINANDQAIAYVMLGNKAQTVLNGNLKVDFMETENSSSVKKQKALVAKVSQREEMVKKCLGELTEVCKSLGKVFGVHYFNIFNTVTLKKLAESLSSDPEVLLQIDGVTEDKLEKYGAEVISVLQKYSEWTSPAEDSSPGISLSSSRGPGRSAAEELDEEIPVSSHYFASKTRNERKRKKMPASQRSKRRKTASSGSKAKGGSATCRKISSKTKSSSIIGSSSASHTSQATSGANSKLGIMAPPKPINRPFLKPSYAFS
POLI inh = DNA polymerase iota (human) inhibition; Q9UNA4; Pol iota fluorescent replication assay, 10 min; Potency, µM (series often up to 115 µM), inactives show at the highest dose activity, negative = inhibition, actives largely listed as inhibitors; 390,000 tested, 1% active; AID 588590
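Fluorescent replication assay read twice, at 0 min and 10 min after adding 50 nM (final) substrate. Enzyme (10 nM) and compounds were first incubated 15 min at room temperature; enzyme-free buffer wells were negative controls.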
Pol kappa inh = DNA polymerase kappa (human) inhibition | Q9UBT6 | purified Pol kappa, fluorescent DNA synthesis assay, 10 min | Potency, µM (doses to about 107 µM), inactives show at the top dose activity, negative = inhibition, most hits filed as inhibitors | 400,000 tested, 0.53% active | AID 588579; further: on the % scale 0 is the no-effect control and ±100 the full control effect
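Enzyme at 10 nM met test compounds for 15 min at room temperature. Substrate addition (50 nM final) began the reaction, which was monitored by fluorescence at 0 and 10 min.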
Anesthetic bind = candidate novel general anesthetic via apoferritin binding; apoferritin/1-aminoanthracene competitive binding, fluorescence; Potency, µM (doses to about 77.5 µM), for the others: at the top dose activity change, negative = displacement, usual class: inhibitors; 350,000 tested, 0.074% active; further: on the % scale 0 is the no-effect control and ±100 the full control effect; nearly all actives have a fitted effect of over 20% in size
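10 uM apoferritin + 50% sat. 1-AMA, PBS; cpd 10 min RT; Ex380/Em535 endpoint; normalized to free probe vs complex; 4-param Hill fit; propofol titration as pos. ctrl.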
G9a inh = inhibitors of human histone lysine methyltransferase G9a | Q96KQ7 | G9a H3K9 monomethylation, AlphaScreen, 2 h | Potency, µM (highest dose often 102 µM), without a hit: top-dose activity, negative = inhibition, usual class: inhibitors | 350,000 tested, 8.8% active | AID 504332; further: on the % scale 0 is the no-effect control and ±100 the full control effect; nearly all actives have a fitted effect of over 75% in size
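Methyltransferase reactions run at room temperature for 2 h (20 nM enzyme, 500 nM biotin-H3K9 peptide, 20 uM SAM) after a 15 min compound preincubation; product detected by AlphaScreen beads and anti-H3K9me1 antibody.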
POLH inh = inhibitors of human DNA polymerase eta; 390,000 tested, 1.2% active; Potency, µM (doses to about 114 µM), inactives show at the highest dose activity change, negative = inhibition, actives largely listed as inhibitors; recombinant Pol eta, fluorescent DNA replication assay; AID 588591; Q9Y253; further: on the % scale 0 is the no-effect control and ±100 the full control effect
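Pol eta (10 nM) was preincubated with compounds for 15 min at room temperature, after which fluorescent replication substrate (50 nM final) was added to start the reaction. Fluorescence was read kinetically at 0 and 10 min.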
BAZ2B inh = inhibitors of human BAZ2B bromodomain | Q9UIF8 | AlphaScreen BAZ2B-H3K14Ac peptide displacement | Potency, µM (highest dose often 114 µM), inactives show at the highest dose activity change, negative = inhibition, hits mostly inhibitors | 360,000 tested, 4.4% active | AID 504333; further: on the % scale 0 is the no-effect control and ±100 the full control effect; nearly all actives have a fitted effect of over 60% in size
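Inhibition is scored as reduced AlphaScreen emission. The BAZ2B/b-H3(5-23)K14Ac complex (50 nM each) in PBS pH 7.4, 0.01% Tween-20 meets compound (up to 110 uM) for 30 min at RT before bead addition.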
APE1 inh = APE1 (human) endonuclease inhibition; P27695; recombinant APE1, TAMRA/BHQ-2 abasic DNA cleavage fluorescence; Potency, µM (titrated, usually from 65.8 µM), for the others: at the top dose activity change, negative = inhibition, usual class: inhibitors; 350,000 tested, 0.35% active;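 further: plate controls were vehicle for no effect and reference inhibitor for full effect; nearly all actives have a fitted effect of over 55% in size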
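APE1 at 0.75 nM preincubated 15 min at room temperature with compound. Reaction then started with 50 nM double-stranded THF-abasic substrate labelled with TAMRA/BHQ-2, and 525/598 nm fluorescence read kinetically. Activity taken as third-minus-first read difference, normalized to DMSO and NSC13755 controls.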
POLB inh = DNA polymerase beta (human) inhibition | P06746 | Pol beta primer extension/strand displacement, fluorescence kinetic | Potency, µM (titrated, usually from 114 µM), for the others: at the top dose activity change, negative = inhibition, most hits filed as inhibitors | 340,000 tested, 1.3% active; further: on the % scale 0 is the no-effect control and ±100 the full control effect
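Values derive from four-parameter Hill fits of normalized kinetic data: reads at 0 and 10 min following addition of 50 nM substrate to 10 nM Pol beta preincubated 15 min with compound.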
Starred values were filed as active, the others as inactive; u = inconclusive; x = not tested or not shown; [ ] = remark or other dose. The call rests on the fitted dose curve; in most records, active means well fitted curve in the direction sought with a large enough effect; inconclusive means small, poorly fitted or top-dose-only effect, or another doubt; inactive means no such curve, though single readings can be large; an effect the other way counts as inactive or inconclusive. Potency means the concentration at half of the fitted maximal effect. Not all compounds are listed; rates above refer to the full screens.

SMILES,BLM inh,POLI inh,Pol kappa inh,Anesthetic bind,G9a inh,POLH inh,BAZ2B inh,APE1 inh,POLB inh
COc1nc(-c2ccc(Cl)cc2)ccc1-c1noc(-c2cccs2)n1,-10%,3%,0%,-8%,5%[0.0925 µM],u,11%,16%,-14%
COc1ccc(C(=O)COC(=O)C(Cc2c[nH]c3ccccc23)NC(=O)c2ccc(C(C)(C)C)cc2)cc1 (centres undefined),-8%,-8%,-18%,-8%,-54%[59 µM],-16%,-21%,x,8%
COc1ccc(C(=O)OCC(=O)NCc2ccco2)cc1S(=O)(=O)N1CCN(c2cccc(Cl)c2)CC1,-10%,-6%,3%,19%,u,-10%,-5%,-5%,-1%
Cc1cccn2c(=O)c3cc(C#N)c(=O)n(-c4c(C)n(C)n(-c5ccccc5)c4=O)c3nc12,-2%,1%,-7%,-16%,5%[59 µM],-12%,-4%,-5%,-1%
CCN(Cc1nc(-c2ccc(OC)cc2)no1)C(=O)c1ccc2c(c1)OCO2,-3%,32%[activator],-3%,1%,9%,-3%,3%,-3%,20%
CCOC(=O)C1CCN(C(=O)CS(=O)(=O)Cc2nc(-c3ccccc3Cl)oc2C)CC1,2%,-23%,14%,-15%,6%,-4%,u,5%,21%
O=C(CSc1nc2cc(S(=O)(=O)N3CCOCC3)ccc2o1)NC1CCCc2ccccc21 (centres undefined),-8%,u,-3%,-2%,u,0%,-5%,-10%,10%
CCN(Cc1ccccc1)C(=O)CN1C(=O)NC(CC)(c2ccc(F)cc2)C1=O (centres undefined),-6%,32%[activator],-11%,-3%,-2%,-1%,7%,-10%,55%
COc1cccc(C2CC(c3ccc(NS(C)(=O)=O)cc3)=NN2C(=O)c2ccccc2)c1OC (centres undefined),-10%,89µM*,-22%,-11%,u,u,x,-12%,-7%
COc1ccc(/C=C2\Oc3ccccc3C2=O)cc1,x,12%,13%,x,x,7%,x,-11%,x

Reprinted from the entries so far (10 entries):
SMILES,BLM inh,POLI inh,Pol kappa inh,Anesthetic bind,G9a inh,POLH inh,BAZ2B inh,APE1 inh,POLB inh
COc1nc(-c2ccc(Cl)cc2)ccc1-c1noc(-c2cccs2)n1,-10%,3%,0%,-8%,5%[0.0925 µM],u,11%,16%,-14%
COc1ccc(C(=O)COC(=O)C(Cc2c[nH]c3ccccc23)NC(=O)c2ccc(C(C)(C)C)cc2)cc1 (centres undefined),-8%,-8%,-18%,-8%,-54%[59 µM],-16%,-21%,x,8%
COc1ccc(C(=O)OCC(=O)NCc2ccco2)cc1S(=O)(=O)N1CCN(c2cccc(Cl)c2)CC1,-10%,-6%,3%,19%,u,-10%,-5%,-5%,-1%
Cc1cccn2c(=O)c3cc(C#N)c(=O)n(-c4c(C)n(C)n(-c5ccccc5)c4=O)c3nc12,-2%,1%,-7%,-16%,5%[59 µM],-12%,-4%,-5%,-1%
CCN(Cc1nc(-c2ccc(OC)cc2)no1)C(=O)c1ccc2c(c1)OCO2,-3%,32%[activator],-3%,1%,9%,-3%,3%,-3%,20%
CCOC(=O)C1CCN(C(=O)CS(=O)(=O)Cc2nc(-c3ccccc3Cl)oc2C)CC1,2%,-23%,14%,-15%,6%,-4%,u,5%,21%
O=C(CSc1nc2cc(S(=O)(=O)N3CCOCC3)ccc2o1)NC1CCCc2ccccc21 (centres undefined),-8%,u,-3%,-2%,u,0%,-5%,-10%,10%
CCN(Cc1ccccc1)C(=O)CN1C(=O)NC(CC)(c2ccc(F)cc2)C1=O (centres undefined),-6%,32%[activator],-11%,-3%,-2%,-1%,7%,-10%,55%
COc1cccc(C2CC(c3ccc(NS(C)(=O)=O)cc3)=NN2C(=O)c2ccccc2)c1OC (centres undefined),-10%,89µM*,-22%,-11%,u,u,x,-12%,-7%
COc1ccc(/C=C2\Oc3ccccc3C2=O)cc1,x,12%,13%,x,x,7%,x,-11%,x

Going on with the list:
SMILES,BLM inh,POLI inh,Pol kappa inh,Anesthetic bind,G9a inh,POLH inh,BAZ2B inh,APE1 inh,POLB inh
CCS(=O)(=O)c1ccc(-c2cccc(NC(=O)COc3ccccc3)c2)nn1,0%,-17%,6%,-5%,19%,-6%,-12%[57.1 µM],10%,12%
CC1CCC/C(=N\NC(=S)Nc2ccccc2)C1 (centres undefined),-6%,18%,-4%,26%,7.9µM*,-23%,u,u,1%
COc1ccc(/C=N/NC(=O)CSCC(=O)Nc2ccccc2)cc1,-3%,13%,-8%,-6%,9%,-13%,4%,-5%,-1%
CC(=O)N(C(C)=O)S(=O)(=O)c1ccc(N=NN2CCOCC2)cc1,2%,2%,-15%,1%,-7%[59 µM],u,9%,7%,6%
Cc1noc(C)c1COc1ccc(CC(=O)NCCc2ccccn2)cc1,-2%,52%[activator],9%,4%,16%,-12%,1%,48%,7%
Cc1cccc(NC(=O)CNC(=O)COC(=O)CCS(=O)(=O)c2ccccc2)c1C,1%,25%,-3%,-3%,30%,-13%,-9%,59%[activator],25%
CCc1nnc(SC(C)C(=O)Nc2nccs2)n1C (centres undefined),2%,-10%,-16%,-1%,x,-7%,-3%,-3%,66%
Cc1nc2ccc(NC(=O)c3cccc(S(=O)(=O)N4CCOCC4)c3)cc2s1,x,161%[activator],-8%,x,x,-5%,x,1%,x
COCCN1C=C2C(=O)C(C)(OC(=O)C3CCCC3)C(=O)C(c3ccccc3)=C2C=C1CCCC(=O)OC (centres undefined),-13%[12.4 µM],36%,-7%,0%,5%[12.7 µM],3%,-10%,0%[12.4 µM],-2%
COc1ccc(CC(=O)OCC(=O)N(CC(C)C)c2c(N)n(Cc3ccccc3)c(=O)[nH]c2=O)cc1,x,14%,-1%,x,-34%[59 µM],-9%,-12%,31%,x
CCOc1ccc(CN2C(=O)C(=O)c3cccc(C)c32)cc1OC,0%,-12%,1%,37%[activator],-25%[59 µM],-20%,u,x,9%
COC(=O)c1ccc(CSc2nnc(CNC(=O)c3ccccc3F)o2)o1,3%,14%,-8%,-16%,-1%[59 µM],-4%,-6%,0%,23%
C(=C1/CCCC2=C1Nc1ncnn1C2c1ccccc1)/c1ccccc1 (centres undefined),-21%,x,x,u,45µM*,x,-38%[57.1 µM],-3%,16%
CCCCN(CC)Cc1ccc(CNC(=O)Nc2ccccc2)o1,1%,11%,-16%,-11%,8%,-10%,9%,2%,6%
CSc1nsc(/C=C/Nc2ccc(O)cc2C)c1C#N,-21%,25µM*,-28%,-14%,7.9µM*,-17%,40µM*,u,0%
COc1ccc(N(CC(=O)Nc2cccc(C)c2)S(=O)(=O)c2c(C)n[nH]c2C)cc1,-8%,-3%,-22%,-13%,24%[0.501 µM],-11%,u,5%,18%
NS(=O)(=O)c1ccc(N2CCCCCC2)c([N+](=O)[O-])c1,-3%,37%[activator],-1%,-18%,x,-16%,u,4%,36%
Cc1ccc(NC(=O)Nc2nnc(-c3ccncc3)s2)cc1C,-6%,22µM*,u,-12%,-5%,89µM*,-16%,9%,1%
O=C1C2ON(c3ccccc3)C(c3ccncc3)C2C(=O)N1c1ccc(N2CCOCC2)cc1 (centres undefined),2%,-16%,-22%,-11%,u,-3%,9%,-1%,18%
COC(=O)c1ccc(CSc2nnc(Nc3ccc(C)cc3)s2)o1,-4%,-16%,-2%,u,u,-22%,-27%,2%,10%
O=C(c1ccco1)[C@@H]1[C@@H]2C(=O)N(c3ccccc3)C(=O)[C@@H]2C2c3ccccc3C=CN21 (some centres undefined),-16%,13µM*,-13%,2%,16%[2.33 µM],u,79µM*,1%,36%
CC(C)CCn1cnc2c(cnn2-c2ccc(F)cc2)c1=O,-4%,4%,-3%,-9%,18%[59 µM],-5%,5%,-4%,1%
COc1ccc(N=C2SC(CC(=O)Nc3ccccc3OC)C(=O)N2Cc2ccco2)cc1 (centres undefined),-14%,-30%,-14%,-1%,u,-11%,u,7%,-3%
CC(=O)c1sc(N2CCOCC2)nc1-c1ccccc1,-5%,37%[activator],-11%,1%,-8%,-14%,-11%,-4%,-11%
CCc1ccc(OCC(O)CN2CCN(c3ccccn3)CC2)cc1 (centres undefined),6%,4%,-6%,-5%,x,-17%,-8%,2%,4%
COc1ccc(NC(=O)N(C)C[C@H]2Oc3ccc(NC(=O)Cc4ccccc4)cc3C(=O)N([C@H](C)CO)C[C@@H]2C)cc1,x,-11%,-1%,x,x,-2%,x,5%,x
Cc1cc(C)n2ncc(C(=O)Nc3ccc4c(c3)OCO4)c2n1,-3%,0%,-9%,5%,7%[12.7 µM],-15%,4%,3%,-15%
CC(Oc1ccc(Cl)cc1)c1ccnc(N)n1 (centres undefined),-6%,14%,6%,-7%,7%[59 µM],-17%,0%,4%,4%
CN(C(=O)COC(=O)c1ccc(Cl)c(N)c1)c1ccccc1,-6%,9%,-20%,-19%,-2%,-4%,-20%,-5%,19%
CCOc1cccc(CN2CCCC(CNC(=O)c3cccc(OC)c3OC)C2)c1 (centres undefined),2%,12%,7%,-11%,x,-5%,10%,-4%,31%
Cn1c(C(=O)NCCCN2CCOCC2)cc2c(=O)n(C)c3ccccc3c21,-1%,-23%,-2%,-10%,u,-5%,10%,11%,45%
O=C(N/N=C/c1ccccc1)c1ccc(CN2C(=O)c3cccc4cccc2c34)cc1,-17%,u,-24%,83%[activator],7%[59 µM],u,12%,-5%,u
CC1=NN(C(N)=S)C(=O)C1N=Nc1c(Br)cc(Br)cc1Br (centres undefined),-5%,u,-15%,u,0%[0.501 µM],u,28µM*,-4%,12%
O=C(Nc1ccc(OCC(=O)N2CCC(Cc3ccccc3)CC2)cc1)c1ccco1,2%,12%,-15%,-13%,-10%[59 µM],-17%,6%,4%,3%

An excerpt from above in order of the BLM inh value, low to high.
molecule,BLM inh,POLI inh,Pol kappa inh,G9a inh,POLH inh,BAZ2B inh
COc1ccc(C(=O)OCC(=O)NCc2ccco2)cc1S(=O)(=O)N1CCN(c2cccc(Cl)c2)CC1,-10%,-6%,3%,u,-10%,-5%
COc1ccc(C(=O)COC(=O)C(Cc2c[nH]c3ccccc23)NC(=O)c2ccc(C(C)(C)C)cc2)cc1 (centres undefined),-8%,-8%,-18%,-54%[59 µM],-16%,-21%
COC(=O)c1ccc(CSc2nnc(Nc3ccc(C)cc3)s2)o1,-4%,-16%,-2%,u,-22%,-27%
